Bioassay records deposited in PubChem by Broad Institute.
Wnt act: Wnt/beta-catenin pathway activators, primary screen, cell-based, plate reader, single point | activation, % at 9.35 µM | AID 743398, 2014 | Wnt/beta-catenin reporter cell assay, activator | 1.2% of 300,000 active; in the data active = activation above about 30%, passing the limit was not always enough;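 also: 0% = neutral control wells and 100% = positive control wells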
Starred values were filed as active, the others as inactive. An excerpt (hit frequency here may not be typical).

Wnt act | structure
1 | COC(=O)C1=C(C)N(Cc2ccccc2)C(=S)NC1c1cccc(Br)c1 (centres undefined)
2 | O=C(NCCc1ccccc1Cl)[C@@H]1CCCN1C(=O)[C@@H](NS(=O)(=O)c1ccc(F)cc1F)C1CCCCC1
-2 | CC(C)C[C@H]1CN([C@@H](Cc2ccccc2)CN2CCC[C@H]2CN2C(=O)C(=O)NC[C@@H]2Cc2ccc(O)cc2)C(=O)C(=O)N1CCc1ccccc1
-2 | COC(=O)C[C@@H]1CC[C@@H](NC(=O)C2CCC2)[C@@H](CO)O1
-1 | Nc1ccn([C@@H]2O[C@H](C(=O)N3CCN(Cc4ccccn4)CC3)[C@@H](O)[C@H]2O)c(=O)n1
17 | COc1ccc(NC(=O)C(c2ccncc2)n2c(=O)c(-c3cc4ccccc4[nH]3)nc3ccccc32)cc1 (centres undefined)
0 | COc1ccc(/C=C/C(=O)c2c(O)cc(OC)cc2OC)cc1
1 | CCOC(CNC(=O)c1[nH]c(C(F)(F)F)nc1-c1ccccc1)OCC
-3 | O=C(C1=NOC2(C1)C(=O)N(Cc1ccccc1)c1ccccc12)N1CCOCC1 (centres undefined)
-4 | N#Cc1ccc(C(C(=O)NCc2ccccc2)n2c(=O)c(-c3ccco3)nc3ccccc32)cc1 (centres undefined)
1 | Cc1cc(Br)cn2c(Cc3cccc(F)c3)c(-c3cccc(Br)c3)nc12
0 | COc1ccc(-c2nc3ccc(Cl)cn3c2Cc2ccsc2)cc1OC
18 | Cc1cccc(N=Nc2c(C)[nH]n(C(N)=S)c2=O)c1C
0 | O=C(Nc1ccc2c(c1)OCCO2)C(C1CC1)N1CCN(C/C=C/c2ccccc2)CC1 (centres undefined)
-4 | C[C@@H]1ON(C)[C@H]2C[C@H]3c4[nH]c5c(-c6ccc(C(F)(F)F)cc6)cccc5c4CCN3C(=O)[C@@H]12
-1 | O=S1(=O)N[C@H](Cc2ccccc2)COc2cc(N3CCC[C@@H]3CO)ccc21
8 | CCOC(=O)c1ccc(-c2ccc3ncnc(N(C)Cc4sccc4C)c3c2)o1
8 | COC(=O)[C@H](Cc1ccccc1)N1Cc2ccccc2Oc2cc(Br)ccc2S1(=O)=O
-6 | CCOC(=O)C1=C(C(=O)OCC)C2N(Cc3ccc(C#N)cc3)c3ccccc3[C@@]23C[C@@H](C(=O)OC)N(S(=O)(=O)c2ccc(C)cc2)C3=N1 (some centres undefined)
-9 | C[C@H]1[C@H](c2ccccc2)Oc2ccc(Cl)cc2S(=O)(=O)N1C[C@@H]1CCCN1C(=O)OC(C)(C)C
-3 | CN(C)c1ccc(CNC(=O)CC[C@H]2O[C@@H](n3cnc4c(NC(=O)c5ccccc5)ncnc43)[C@H](O)[C@@H]2O)cc1
10 | O=C(Nc1ccc(F)cc1)C(c1ccccc1)N1CCN(c2ccncc2)CC1 (centres undefined)
3 | O=S1(=O)N[C@H](Cc2ccccc2)COc2cc(N3CCC[C@H]3CO)ccc21
0 | COC(=O)[C@]12C[C@H](CC(=O)N3CCCCC3)C(=O)N(Cc3ccccc3)C1=C[C@H](C1CCCC1)O[C@@H]2C
38* | O=C(N/N=C/c1ccc2nccnc2c1)c1ccccc1O
-2 | Cc1ccc(Cn2cc(CN3CC(N4CCN(CCO)CC4)CS3(=O)=O)nn2)cc1 (centres undefined)
8 | O=C(NCc1ccccc1)C(c1cc2ccccc2o1)n1c(=O)c(-c2ccco2)nc2ccccc21 (centres undefined)
-4 | Cc1ccccc1C(=O)N[C@@H](Cc1cccnc1)C(=O)N1CCC[C@H]1C(=O)NC1CCCC1
-1 | Cc1cccc(C)c1NC(=O)C(CCc1ccccc1)N1CCN(CCN(C)C)CC1 (centres undefined)
-6 | C[C@H](c1ccccc1)N1C[C@H](COCc2ccccc2)Oc2cc(N3CC[C@H](O)C3)ccc2S1(=O)=O
-2 | CCCc1nc2ccc(C(=O)OC)cn2c1Cc1ccccc1C(F)(F)F
-5 | O=S(=O)(NCc1ccccc1)c1cc(Br)ccc1Br
-1 | CN(C)CC(=O)N[C@@H]1CC[C@@H](CC(=O)NCCN2CCCCC2)O[C@@H]1CO
1 | C[C@H](O)[C@@H]1C(=O)N2CCc3c([nH]c4cccc(-c5ccccc5)c34)[C@@H]2C[C@@H]1N(C)CC1CCCCC1
-1 | CC1(c2nc3ccccc3[nH]2)CCC(=O)N1Cc1ccccn1 (centres undefined)
-2 | CCC(c1nnnn1-c1ccc2c(c1)OCCO2)N1CCN(c2ncccn2)CC1 (centres undefined)
-1 | O=C(Nc1ccccc1)c1ccccc1Br
-1 | O=C(N[C@@H]1CC[C@@H](CCNS(=O)(=O)c2ccc(Cl)cc2)O[C@@H]1CO)c1cccnc1
8 | O=c1c(-c2ccco2)nc2ccccc2n1C(c1ccccn1)c1nc2ccccc2[nH]1 (centres undefined)
-2 | Nc1[nH]c(C(=O)c2ccccc2)c(-c2cc(F)ccc2Br)c1C(=O)NCCc1c[nH]c2ccccc12
1 | COc1ccc(-c2sc3ccccc3c2-c2ccc(OC)cc2F)cc1
1 | Cc1cc2nc(-c3ccccc3)c(Cc3cccc(F)c3)n2c(C)c1Br
-2 | C[C@@H]1CN([C@@H](C)CO)C(=O)c2cc(Br)cnc2O[C@@H]1CN(C)Cc1ccccn1
0 | COc1ccc(NC(=O)C(c2ccccc2)n2c(=O)c(-c3ccco3)nc3ccccc32)cc1 (centres undefined)
-1 | COC(=O)[C@@H](Cc1ccc(O)cc1)NC(=O)[C@H]1O[C@@H](n2cnc3c(=O)[nH]c(N)nc32)[C@H](O)[C@@H]1O
-3 | CCCc1c(-c2ccc(Cl)cc2)ncn1Cc1cccc(-c2ccccc2)c1
-2 | CCOC1=C2CN(S(=O)(=O)c3ccc(C)cc3)[C@H](c3ccccc3)C[C@H]2n2c(=O)n(-c3ccccc3)c(=O)n2C1
-2 | Cc1ccc(CN2C(=O)C(Cc3ccccc3)Nc3ncnc(N4CCOCC4)c32)cc1 (centres undefined)
-4 | COC(=O)[C@]12CCCCC=C1N(Cc1ccco1)C(=O)[C@H](CC(=O)NCCC(C)C)C2
1 | COC(=O)/C=C1\OC(c2ccccc2)c2ccccc21 (centres undefined)
-1 | O=C(NCc1ccncc1)[C@@H]1CCCN1C(=O)[C@H]1CCCN1C(=O)c1cccc(Cl)c1
-2 | O=C([C@H]1O[C@@H](n2ccc(=O)[nH]c2=O)[C@H](O)[C@@H]1O)N1CCN(c2ccc(Cl)cn2)CC1
5 | CCCCNC(=O)C1c2ccccc2OCC(=O)N1Cc1ccco1 (centres undefined)
-4 | O=C1NC[C@@H](CCCCN2C[C@H](Cc3ccc(O)cc3)N(CC3CCCCC3)C(=O)C2=O)N(Cc2ccccc2)C1=O
-1 | O=C(/C=C/[C@H]1O[C@@H](n2ccc(=O)[nH]c2=O)[C@H](O)[C@@H]1O)NCc1ccccc1
-3 | O=C(C[C@@H]1CC[C@@H]2[C@H](COC[C@H](O)CN2Cc2cccc(C(F)(F)F)c2)O1)NCc1ccc(Cl)cc1

Next part:
Wnt act | structure
-4 | CCCCCCn1cc(CN2CC(N(C)CC)CS2(=O)=O)nn1 (centres undefined)
-2 | CCOC(=O)C[C@@H]1OC2CCCCC2N1S(=O)(=O)c1ccc(C)cc1 (some centres undefined)
-2 | O=C(Nc1cccc(Cc2ccccc2)c1)Nc1ccc2nc([C@@H]3O[C@H](CO)[C@@H](O)[C@H](O)[C@H]3O)[nH]c2c1
-2 | Cc1cc2nc(-c3ccccc3)c(CC(C)(C)C)n2c(C)c1Br
-1 | COC(=O)[C@]12C[C@H](CC(=O)NCCCN3CCCC3=O)C(=O)N(Cc3ccccc3)C1=C[C@H](C(C)(C)C)O[C@@H]2C
-2 | O=C(C[C@H]1CC[C@@H]2[C@H](COC[C@H](O)CN2Cc2cccc(C(F)(F)F)c2)O1)NCCc1ccccc1
-4 | C#CCNC(=O)C[C@@H]1C[C@@]2(C(=O)OC)CCCCC=C2N(CCc2ccc(OC)c(OC)c2)C1=O
-1 | CCNC(=O)N(C)[C@H]1C[C@@H](c2ccccc2)N(C(C)=O)C[C@H]1CO
1 | COCc1[nH]nc2c1C(c1ccc(C)cc1)N(Cc1ccccc1)C2=O (centres undefined)
4 | COC[C@@H]1CCCN1c1ccc2c(c1)O[C@@H](COCc1ccccc1)CN([C@H](C)c1ccccc1)S2(=O)=O
5 | CC(C)c1c(C(=O)Nc2ccccc2)c(-c2ccccc2)c(-c2ccc(F)cc2)n1CC[C@@H](O)C[C@@H](O)CC(=O)O
-2 | Cc1nc(NC(=O)c2ccccc2)sc1-c1cc(C(=O)N2CCOCC2)nn1CCO
1 | Nc1[nH]c(C(=O)c2ccc(Br)cc2)c(-c2c(F)cccc2F)c1C(=O)NCCc1c[nH]c2ccccc12
-1 | COc1ccc(N2CCN(C(=O)/C=C/[C@H]3O[C@@H](n4ccc(=O)[nH]c4=O)[C@H](O)[C@@H]3O)CC2)cc1
0 | Cc1cccc(C)c1NC(=O)C1c2ccccc2OCC(=O)N1CCc1ccccc1 (centres undefined)
7 | COc1ccc(Nc2c(-c3cccc(OC)c3)nc3nc(C)cc(C)n23)cc1

Sorted by length of the SMILES (rising): part of the list above.
Wnt act | structure
1 | COCc1[nH]nc2c1C(c1ccc(C)cc1)N(Cc1ccccc1)C2=O (centres undefined)
7 | COc1ccc(Nc2c(-c3cccc(OC)c3)nc3nc(C)cc(C)n23)cc1
-1 | CCNC(=O)N(C)[C@H]1C[C@@H](c2ccccc2)N(C(C)=O)C[C@H]1CO
-4 | C#CCNC(=O)C[C@@H]1C[C@@]2(C(=O)OC)CCCCC=C2N(CCc2ccc(OC)c(OC)c2)C1=O
1 | Nc1[nH]c(C(=O)c2ccc(Br)cc2)c(-c2c(F)cccc2F)c1C(=O)NCCc1c[nH]c2ccccc12
-1 | COc1ccc(N2CCN(C(=O)/C=C/[C@H]3O[C@@H](n4ccc(=O)[nH]c4=O)[C@H](O)[C@@H]3O)CC2)cc1
5 | CC(C)c1c(C(=O)Nc2ccccc2)c(-c2ccccc2)c(-c2ccc(F)cc2)n1CC[C@@H](O)C[C@@H](O)CC(=O)O

Continued.
Wnt act | structure
-2 | Cc1ccc(Cn2cc(CN3CC(N4CCCC4)CS3(=O)=O)nn2)cc1 (centres undefined)
-3 | COCc1cc(N2CCN(C(=O)OC(C)(C)C)C[C@H]2C)ccc1Br
-6 | O=S1(=O)CC(N2CCC(Cc3ccccc3)CC2)CN1Cc1ccc(F)cc1 (centres undefined)
-3 | CCOC(=O)[C@]12CCC=C1N(CCC1=CCCCC1)C(=O)[C@H](CC(=O)N1CCSCC1)C2
0 | CCCCn1nnnc1C(c1cccs1)N1CCN(C/C=C/c2ccccc2)CC1 (centres undefined)
2 | Cc1noc(C)c1S(=O)(=O)N1CCCc2nc(-c3ccccc3)ccc21
-1 | COC(=O)c1ccc2nc(-c3cccc(Br)c3)c(Cc3ccccc3C(F)(F)F)n2c1
2 | COC(=O)C[C@H]1CC[C@@H](NS(=O)(=O)c2ccccc2)[C@@H](CO)O1
1 | CNC(C)C(=O)NC(C(=O)NC(C)C(=O)Nc1cccc2ccccc12)C(C)C (centres undefined)
-4 | CCOC1=C2[C@@H](CN(S(=O)(=O)c3ccc(C)cc3)[C@H]2c2cccs2)[C@H]2C(=O)N(c3ccccc3)C(=O)[C@H]2C1
-2 | COc1cc(CCN(C(=O)c2cccc(S(C)(=O)=O)c2)C(CCc2ccccc2)c2nc3ccccc3[nH]2)cc(OC)c1 (centres undefined)
0 | COc1ccc(N2CCN(C(=O)C(=O)c3cccc([N+](=O)[O-])c3)CC2)cc1
-1 | C[C@@H]1CCCCO[C@@H](CN(C)Cc2ccc(C(=O)O)cc2)[C@@H](C)CN([C@H](C)CO)C(=O)c2cc(NS(C)(=O)=O)ccc2O1
-6 | O=c1c(-c2cc3ccccc3[nH]2)nc2ccccc2n1C(CCc1ccccc1)c1nc2ccccc2[nH]1 (centres undefined)
-3 | COc1cccc(C(C(=O)NC2CCCC2)N2CCN(c3ncccc3C#N)CC2)c1OC (centres undefined)
-2 | Cc1ccc(Cc2c(-c3ccc(Cl)cc3)nc3c(Cl)cc(C(F)(F)F)cn23)cc1

Structures shown so far that contain a COOH group (2):
Wnt act | structure
5 | CC(C)c1c(C(=O)Nc2ccccc2)c(-c2ccccc2)c(-c2ccc(F)cc2)n1CC[C@@H](O)C[C@@H](O)CC(=O)O
-1 | C[C@@H]1CCCCO[C@@H](CN(C)Cc2ccc(C(=O)O)cc2)[C@@H](C)CN([C@H](C)CO)C(=O)c2cc(NS(C)(=O)=O)ccc2O1

Remaining list, next part
Wnt act | structure
-2 | COc1cccc(CNC(=O)[C@H]2CCCN2C(=O)[C@H]2CCCN2C(=O)N2CCOCC2)c1
-1 | COC(=O)c1ccc2nc(-c3ccc(OC)c(OC)c3)c(Cc3cccc(F)c3)n2c1
-6 | COc1ccc(Br)c(Cn2c(C)c(C(=O)N(C)Cc3ccc(F)cc3)sc2=O)c1
-11 | C#CCNC(=O)C[C@H]1C[C@@]2(C(=O)OC)C(=C[C@H](C(C)(C)C)O[C@@H]2C)N(CCCCCCCC)C1=O
0 | CC1(C(=O)NC2CCCC2)CCC(=O)N1CCCn1ccnc1 (centres undefined)
-2 | COc1ccc(NC(=O)C2(C)CCCN2C(=O)C(C)C)cc1OC (centres undefined)
-4 | O=C(NC1CCCCC1)C(CCc1ccccc1)N1CCc2ccccc2C1 (centres undefined)
8 | O=C(NCc1ccccc1)c1nc(-c2c(F)cccc2F)oc1-c1ccccc1
-3 | CCCNC(=O)C[C@@H]1CC[C@@H]2[C@H](COC[C@H](O)CN2C(=O)c2cc(Cl)cc(Cl)c2)O1
-3 | O=C(C[C@H]1CC[C@H]2[C@@H](COC[C@@H](O)CN2S(=O)(=O)c2ccccc2)O1)N[C@@H]1CCN(Cc2ccccc2)C1
-3 | C=CCN1[C@@H](C)[C@@H](c2ccccc2)Oc2c(Cl)cccc2S1(=O)=O
-3 | CN(c1cccnc1)c1ccc(NC(=O)Cc2c[nH]c3ccccc23)cc1-c1ccc(F)c(F)c1
-2 | O=C1NC(c2ccc(Br)cc2)c2c(-c3ccccc3)n[nH]c21 (centres undefined)
-2 | CC(C)C[C@@H]1Cc2[nH][nH]c(=O)c2[C@H](CCc2ccccc2)O1
-1 | COc1ccccc1-c1noc2c1C(=O)N(Cc1cn(-c3ccccc3)nn1)CC2

Records listed so far that bear a hit mark in Wnt act:
Wnt act | structure
38* | O=C(N/N=C/c1ccc2nccnc2c1)c1ccccc1O
